Screening data: PubChem, National Center for Advancing Translational Sciences (NCATS)
mIDH1 inhibitor: human IDH1 R132H inhibition | AID 602179 | Potency, µM (highest dose often 76.6 µM), for the others: top-dose activity change, negative = inhibition, usual class: inhibitors | 390,000 tested, 0.093% active | IDH1-R132H enzyme, NADPH consumption, diaphorase/resazurin fluorescence | O75874; also: % is scaled to controls: 0 for no effect and ±100 for the full control effect; nearly all actives have a fitted effect of over 65% in size
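IDH1-R132H (0.5 ug/mL) preincubated 30 min with compound, then NADPH (0.016 mM) and alpha-KG (2 mM) added; 80 min at RT, pH 7.5. Remaining NADPH coupled via diaphorase/resazurin to fluorescence (540/590 nm); concentration-response curves normalized to no-enzyme control.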
USP1-UAF1 inh: blocks the human USP1/UAF1 deubiquitinase complex; 390,000 tested, 0.23% active; Potency, µM (highest dose often 57.1 µM), for the others: at the top dose activity change, negative = inhibition, usual class: inhibitors; AID 743255; O94782; recombinant USP1/UAF1, Ub-Rhodamine cleavage fluorescence; also: % is scaled to controls: 0 for no effect and ±100 for the full control effect; nearly all actives have a fitted effect of over 60% in size; inactives centre near -12
Target sequence (O94782 whole entry, looked up): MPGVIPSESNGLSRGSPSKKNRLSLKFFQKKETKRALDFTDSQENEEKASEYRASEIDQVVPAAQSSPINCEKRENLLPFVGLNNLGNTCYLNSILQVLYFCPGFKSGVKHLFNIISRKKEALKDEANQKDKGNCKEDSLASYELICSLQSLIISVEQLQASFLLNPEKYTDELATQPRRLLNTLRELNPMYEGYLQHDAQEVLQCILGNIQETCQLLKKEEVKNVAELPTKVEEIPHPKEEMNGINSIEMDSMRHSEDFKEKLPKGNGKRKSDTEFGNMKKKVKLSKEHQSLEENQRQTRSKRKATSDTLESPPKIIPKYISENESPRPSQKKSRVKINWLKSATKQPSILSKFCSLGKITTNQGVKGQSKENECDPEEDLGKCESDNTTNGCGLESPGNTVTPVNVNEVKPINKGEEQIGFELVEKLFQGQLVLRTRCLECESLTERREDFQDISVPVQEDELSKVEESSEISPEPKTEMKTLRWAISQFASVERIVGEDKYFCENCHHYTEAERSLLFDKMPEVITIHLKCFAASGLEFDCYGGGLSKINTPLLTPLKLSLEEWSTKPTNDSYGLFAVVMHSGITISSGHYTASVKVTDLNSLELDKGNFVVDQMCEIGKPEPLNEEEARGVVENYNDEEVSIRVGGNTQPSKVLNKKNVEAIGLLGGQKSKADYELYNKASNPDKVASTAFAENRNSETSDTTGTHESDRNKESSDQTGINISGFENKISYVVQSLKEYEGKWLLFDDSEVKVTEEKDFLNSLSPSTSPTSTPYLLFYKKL
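Step one: compound is pinned into 1nM USP1/UAF1 in HEPES pH 7.8 buffer with TCEP. Step two: 15 min room-temperature incubation. Step three: Ub-Rho (150nM final) starts cleavage, tracked by fluorescence over six one-minute reads.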
Vif-APOBEC3G blk: Vif-A3G binding inhibition; AID 602310; HeLa A3G-eYFP + Vif (tagged APOBEC3G with the HIV-1 protein that degrades it), YFP fluorescence, overnight; Q9HC16; 410,000 tested, 0.076% active; Potency, µM (titrated, usually from 46.1 µM), without a hit: at the top dose activity, negative = active, actives largely listed as inhibitors;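 also: % is scaled to controls: 0 for no effect and ±100 for the full control effect; nearly all actives have a fitted effect of over 60% in size; hits raise eYFP signal because A3G escapes Vif-driven loss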
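Read-out is eYFP fluorescence (Ex 488/Em 500-530) from Vif-expressing HeLa A3G-eYFP cells; more signal means A3G escaped Vif-mediated degradation. Cells plated overnight, compound pinned in, incubated overnight at 37 deg C.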
RXFP1 agonist: activates the human relaxin receptor RXFP1; Q9HBX9; HEK293T-RXFP1 cAMP TR-FRET, 30 min; response scale: percent of porcine relaxin response, buffer zero; Potency, µM (series often up to 57.5 µM), inactives show top-dose activation, most hits filed as activators; 370,000 tested, 0.3% active; AID 2676; also: % is scaled to controls: 0 for no effect and ±100 for the full control effect; nearly all actives have a fitted effect of over 60% in size; many of its hits are not listed in these tables
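HEK293T cells stably expressing RXFP1 were pretreated with the PDE4 inhibitor Ro 20174, exposed to compounds for 30 min at 37C, lysed, and cAMP was read by TR-FRET. Data normalized to buffer (basal) and 29 nM porcine relaxin (100%).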
RGS4 inhibitor: blocks human RGS4-accelerated GTP hydrolysis; 390,000 tested, 0.039% active; AID 504845; Transcreener GDP fluorescence polarization, RGS4-accelerated GTP hydrolysis; P49798; Potency, µM (series often up to 114 µM), without a hit: at the highest dose activity change, negative = inhibition, most hits filed as inhibitors; also: % is scaled to controls: 0 for no effect and ±100 for the full control effect; nearly all actives have a fitted effect of over 75% in size; some results filed as inactive show a strong effect at the top dose
Target sequence (P49798 whole entry, looked up): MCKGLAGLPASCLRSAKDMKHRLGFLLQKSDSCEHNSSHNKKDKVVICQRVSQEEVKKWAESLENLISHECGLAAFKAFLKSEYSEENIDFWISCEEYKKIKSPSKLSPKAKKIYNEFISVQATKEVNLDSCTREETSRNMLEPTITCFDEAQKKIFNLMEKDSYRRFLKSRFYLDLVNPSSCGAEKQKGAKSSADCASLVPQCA
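MLSMR compounds (23 nl, pin-transferred) preincubated 10 min at room temperature with a 500nM (2x) first reagent, then RGS4 at 900nM (2x) plus Transcreener GDP mix added; fluorescence polarization (620/688 nm) read before and after 90 min at 30 °C.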
TrxR1 substrate: rat thioredoxin reductase 1 substrate activity. 390,000 tested, 0.01% active. purified TrxR1 substrate turnover, NADPH consumption readout. AID 588456. Potency, µM (doses to about 114 µM), inactives show at the top dose activity change, negative = substrate turnover; also: % is scaled to controls: 0 for no effect and ±100 for the full control effect; nearly all actives have a fitted effect of over 50% in size
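Rat TrxR1, dispensed at 90 nM, was prereduced with 400 uM NADPH (final) for 5 min at ~22 deg C, then incubated with compound 15 min before 400 uM selenite. A first-read NADPH fluorescence drop versus no-compound background flagged substrates.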
Vif-APOBEC3F blk: inhibitors of Vif-A3F interaction | Potency, µM (top dose mostly 46.1 µM), for the others: at the top dose activity, negative = active | 390,000 tested, 0.2% active | HeLa A3F-eYFP + Vif (tagged APOBEC3F with the HIV-1 protein that degrades it), YFP fluorescence increase; also: % of control where 0% means no effect; nearly all actives have a fitted effect of over 65% in size
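HeLa cells stably expressing A3F-eYFP plus Vif, plated and incubated overnight at 37 deg C, then exposed to compounds overnight at 37 deg C. Blocked degradation read as raised yellow fluorescence (Ex 488/Em 500-530).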
rTrxR1 inhibitor: inhibitors of rat thioredoxin reductase 1 | O89049 | recombinant rTrxR1, NADPH fluorescence consumption, selenite substrate | Potency, µM (titrated, usually from 114 µM), without a hit: top-dose activity change, negative = inhibition, hits mostly inhibitors | 390,000 tested, 1% active | AID 588453; also: % is scaled to controls: 0 for no effect and ±100 for the full control effect; nearly all actives have a fitted effect of over 65% in size
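Rat TrxR1 (90 nM in the dispensed reagent) was pre-reduced with 400 uM NADPH for 5 min at room temperature, then incubated with compound for 15 min. After 400 uM selenite was added, NADPH fluorescence (Ex 340/Em 450 nm) was followed for 8 min.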
12-LOX inh: blocks human arachidonate 12S-lipoxygenase | 580,000 tested, 1.1% active | purified 12hLO, xylenol orange hydroperoxide absorbance | Potency, µM (series often up to 108 µM), inactives show top-dose activity change, negative = inhibition, usual class: inhibitors | P18054; also: % is scaled to controls: 0 for no effect and ±100 for the full control effect
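Purified human 12hLO (150 nM final) in 25 mM Hepes, 0.01% Triton X-100, pH 7.0 was preincubated 15 min at room temperature with compound. Then 40 uM arachidonic acid was added, 30 min. Hydroperoxide was read by Fe-XO absorbance ratio 573/405 nm.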
* = called active by the depositor; ? = inconclusive; . = not tested or not shown; & = joins results of further samples; [ ] = remark or other dose. Calls follow the shape of the dose curve; as a rule, active = well fitted curve in the direction sought with a large enough effect; inconclusive = small, poorly fitted or top-dose-only effect, or another doubt; inactive = no such curve, though single readings can be large; an effect the other way counts as inactive or inconclusive. Potency is read from the fitted curve at half-maximal effect. Not all compounds are listed; rates above refer to the full screens.

cpd	smiles	Vif-APOBEC3G blk	rTrxR1 inhibitor	RGS4 inhibitor	12-LOX inh	TrxR1 substrate
1	CSCCC(NC(=O)c1ccccc1Br)C(=O)NNC(=O)c1ccco1 (stereo not given)	2%	15%	16%	42%[activator]	-3%
2	CCc1ccc(OCC(=O)Nc2ccc3oc(=O)ccc3c2)cc1	-6%	20%[57.1 µM]	12%	-17%&0%	6%[57.1 µM]
3	Cc1nnc2ccc(-c3cccc(NC(=O)c4ccco4)c3)nn12	1%	8%	-5%	8%	0%
4	CCNS(=O)(=O)c1ccc(C(=O)OCc2cc(=O)oc3cc(OC)ccc23)cc1	-6%	6%	-7%	-11%	29%
5	C[C@H](CO)N1C[C@H](C)[C@@H](CN(C)Cc2ccncc2)Oc2c(NC(=O)CCC(F)(F)F)cccc2C1=O	-4%	-2%	-3%	-2%	11%
6	CCOc1ccc(S(=O)(=O)N2CCCCC2)cc1NC(=O)Cc1cccc(C(F)(F)F)c1	-2%	10%	26%	14%	-10%
7	CCC/C=C1/CCCOC(C(=O)NCCNCCO)(C(F)(F)F)C1 (stereo not given)	1%&-2%	?	-9%&-13%	0%	8%&1%
8	COc1ccc(C2OC(=O)CC2C(=O)NCc2ccccc2Cl)cc1OC (stereo not given)	8%	14%	-16%	0%	6%
9	CCOC(=O)N1CCc2c(sc(NCc3cccc(F)c3)c2C(=O)Nc2ccc(OCC)cc2)C1	1%	6%[57.1 µM]	-42%	?	-4%[57.1 µM]
10	Oc1ccc(-c2nnc(Nc3ccccc3)c3ccccc23)cc1	-3%	2%	21%	5%	-2%
11	Cc1sc2c(c1C)c(=O)n(-c1ccc(F)cc1)c(=O)n2CC(=O)NCc1ccco1	-4%	34%	-7%	-22%	9%
12	CSc1nc(-c2ccccc2)cn1-c1ccc(NC(C)=O)cc1	?	-8%	-10%	-15%	-4%

cpd	RXFP1 agonist	Vif-APOBEC3F blk	mIDH1 inhibitor	USP1-UAF1 inh
1	-0.1%	4%	2%	-1%
2	2.9%	-24%	-7%	-14%
3	21%	-16%	3%	-13%
4	5.5%	?	4%	-8%
5	.	-8%	-11%	-25%
6	0.1%	2%	-7%	-14%
7	.	-2%	10%	-29%
8	-3.7%	-3%	-2%	-11%
9	-8.1%	-1%	-11%	-8%
10	1.8%	?	1%	2%
11	2.5%	2%	-1%	-17%
12	5.4%	4%	-1%	-25%

Other results
cpd	smiles	Vif-APOBEC3G blk	rTrxR1 inhibitor	RGS4 inhibitor	12-LOX inh	TrxR1 substrate
13	O=C(COC(=O)C1CCN(S(=O)(=O)c2cccc3cccnc23)CC1)c1ccccc1	-1%	7%	-9%	-23%	-1%
14	Cn1nc(-c2ccccc2)cc1NC(=O)CCCC(=O)O	3%	14%[57.1 µM]	-32%	0%	-18%[57.1 µM]
15	O=C(CCN1C(=O)c2cccc3cccc(c23)C1=O)NCc1cccnc1	3%	10%[57.1 µM]	-5%	2%	40%[activator][57.1 µM]
16	Cc1nn(C)c(C)c1S(=O)(=O)Nc1ccc2c(c1)OCO2	0%	-13%	-20%	23%	-4%
17	O=C(O)c1ccc(Nc2nc(-c3ccc([N+](=O)[O-])cc3)nc3ccccc23)cc1	0%	22%[2.29 µM]	?	?	10%[57.1 µM]
18	O=C(CCSCc1ccccc1F)NCCc1ccccc1	1%	8%	10%	-3%	2%
19	Cc1ccc[n+](Cc2ccc([N+](=O)[O-])cc2)c1	0%	16%	-2%	-8%	4%
20	CCOc1ccc(OCC)c(NC(=O)CC2Oc3ccc(C)cc3NC2=O)c1 (stereo not given)	-17%	26%	-3%	447%[activator]	4%
21	CCCCOC(=O)c1ccc(NC(=O)Cn2nnc3sc4c(c3c2=O)CCCC4)cc1	.	14%	16%	-25%	-11%
22	O=C(c1ccc(-c2ccc(Cl)cc2)o1)N1CCN(S(=O)(=O)c2cccs2)CC1	1%	24%	-8%	25%	14%
23	O=C(O)CCNS(=O)(=O)c1ccccc1C(F)(F)F	1%	11%[57.1 µM]	0%	1%	0%[57.1 µM]
24	COc1ccc([N+](=O)[O-])cc1NC(=S)NC(NC(C)=O)C(Cl)(Cl)Cl (stereo not given)	-8%	-6%	-1%	-11%	-5%

cpd	RXFP1 agonist	Vif-APOBEC3F blk	mIDH1 inhibitor	USP1-UAF1 inh
13	-0.1%	-18%	3%	-15%
14	2.2%	-11%	4%	-10%
15	18%	3%	1%	-10%
16	0.2%	5%	10%	-22%
17	-0.4%	-10%	10%	-2%
18	0.1%	14%	-4%	-22%
19	0.9%	-7%	1%	-22%
20	0.9%	-1%	-1%	?
21	1.6%	.	.	-22%
22	-0.3%	1%	-9%	-23%
23	0.0%	1%	5%	0%
24	-0.8%	-12%	-8%	-8%

Shown with two lines to a compound: entries from further up.
Each structure is followed by: Vif-APOBEC3G blk, rTrxR1 inhibitor, RGS4 inhibitor, 12-LOX inh, TrxR1 substrate, RXFP1 agonist, Vif-APOBEC3F blk, mIDH1 inhibitor, USP1-UAF1 inh
(16) Cc1nn(C)c(C)c1S(=O)(=O)Nc1ccc2c(c1)OCO2
 : 0%, -13%, -20%, 23%, -4%, 0.2%, 5%, 10%, -22%
(17) O=C(O)c1ccc(Nc2nc(-c3ccc([N+](=O)[O-])cc3)nc3ccccc23)cc1
 : 0%, 22%[2.29 µM], ?, ?, 10%[57.1 µM], -0.4%, -10%, 10%, -2%
(18) O=C(CCSCc1ccccc1F)NCCc1ccccc1
 : 1%, 8%, 10%, -3%, 2%, 0.1%, 14%, -4%, -22%
(19) Cc1ccc[n+](Cc2ccc([N+](=O)[O-])cc2)c1
 : 0%, 16%, -2%, -8%, 4%, 0.9%, -7%, 1%, -22%
(20) CCOc1ccc(OCC)c(NC(=O)CC2Oc3ccc(C)cc3NC2=O)c1 (stereo not given)
 : -17%, 26%, -3%, 447%[activator], 4%, 0.9%, -1%, -1%, ?
(21) CCCCOC(=O)c1ccc(NC(=O)Cn2nnc3sc4c(c3c2=O)CCCC4)cc1
 : ., 14%, 16%, -25%, -11%, 1.6%, ., ., -22%
(22) O=C(c1ccc(-c2ccc(Cl)cc2)o1)N1CCN(S(=O)(=O)c2cccs2)CC1
 : 1%, 24%, -8%, 25%, 14%, -0.3%, 1%, -9%, -23%
(23) O=C(O)CCNS(=O)(=O)c1ccccc1C(F)(F)F
 : 1%, 11%[57.1 µM], 0%, 1%, 0%[57.1 µM], 0.0%, 1%, 5%, 0%
(24) COc1ccc([N+](=O)[O-])cc1NC(=S)NC(NC(C)=O)C(Cl)(Cl)Cl (stereo not given)
 : -8%, -6%, -1%, -11%, -5%, -0.8%, -12%, -8%, -8%

Other structures follow.
cpd	smiles	Vif-APOBEC3G blk	rTrxR1 inhibitor	RGS4 inhibitor	12-LOX inh	TrxR1 substrate
25	CCOc1ccc(CCNC(=O)c2cccnc2N2CCCC2)cc1OCC	2%	-10%	1%	234%[activator]	-9%
26	O=C(Nc1nnc(CCc2ccccc2)s1)c1cccs1	0%	1%	-8%	-20%	1%
27	O=S(=O)(c1ccc(Br)cc1)c1nnn2c1nc(NCCc1ccccc1)c1sccc12	-1%	13%	-11%	-24%	7%
28	CCc1ccccc1-n1c(-c2ccncc2)n[nH]c1=S	0%	-23%[57.1 µM]	-54%	?	0%[57.1 µM]
29	Cc1noc2ncnc(N3CCN(c4ccccc4F)CC3)c12	2%	16%	6%	-9%	-3%
30	O=C(CN1C(=O)c2ccccc2C1=O)NCC(=O)OCC(=O)c1ccc(Br)cc1	1%	-5%	-19%	29%	-7%
31	COc1ccc2nc(C)cc(NCc3cccc(C(F)(F)F)c3)c2c1	-1%	1%	7%	?	-1%
32	O=C(Cn1cnc2ccccc21)Nc1cccc([N+](=O)[O-])c1	0%	-1%	10%	-6%	-10%
33	CCc1ccc(CNc2ccc3c(c2)ncn3CC)cc1	0%	1%[57.1 µM]	9%	-3%	15%
34	COc1cccc(NC(=O)CN(C)C(=O)CCC(=O)c2cc(C)sc2C)c1	-4%	1%	5%	-4%	-2%
35	COCCN(C(=O)c1ccc(N2C(=O)c3ccccc3C2=O)cc1)c1c(N)n(CC(C)C)c(=O)[nH]c1=O	-3%	8%	3%	-16%	-2%
36	O=C(NCC1CCCO1)/C(=C\c1ccc(Cl)cc1)NC(=O)c1ccccc1 (stereo not given)	0%	-11%	-13%	4%	-8%

cpd	RXFP1 agonist	Vif-APOBEC3F blk	mIDH1 inhibitor	USP1-UAF1 inh
25	1.2%	-2%	6%	0%
26	2.5%	-6%	-4%	-11%
27	8.7%	1%	10%	-9%
28	-2.1%	-6%	9%	-15%
29	4.2%	3%	-3%	-19%
30	-1.9%	5%	1%	-10%
31	0.9%	?	2%	-25%
32	2.0%	5%	-7%	-6%
33	0.1%	6%	8%	-21%
34	2.3%	-4%	-6%	-8%
35	0.0%	-12%	0%	0%
36	0.9%	2%	4%	-5%
